Screens (PubChem)
aSyn UTR inh: 5' untranslated region of α-synuclein, MLPCN primary screen | alpha-synuclein 5'UTR reporter, inhibitor activity | inhibition, % (tested at 7.5 µM) | hit rate 0.82% among 300,000 | AID 1813; in the data active means inhibition above about 60%; inconclusive means no clear call, values can overlap the other calls;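 further: H4 neuroglioblastoma cells stably carrying SNCA 5'UTR luciferase fusion; 0% = DMSO wells and 100% = positive control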
KLF5 inhibitor: suppresses KLF5 promoter-driven expression; hit rate 0.23% among 290,000; inhibition, % at 5 µM; DLD-1 KLF5 promoter-luciferase reporter, luminescence;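 active means inhibition above a per-plate limit of that plate's mean compound inhibition plus 3 SD, cut at about 60% in these data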;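 further: 0% = DMSO wells and 100% = LY294002 at 200 µM; higher means less KLF5 promoter-driven luciferase light; inactives centre near -14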
IEC-6 cytotox: counter-screen for KLF5 inhibitors: cytotoxicity in IEC-6 cells; IEC-6 cytotoxicity, luminescence viability; inhibition, % at 5 µM; hit rate 0.78% among 290,000; AID 1825; in the data active means inhibition above about 22%;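 further: 0% = plate median of test compound wells and 100% = cytotoxic reference compound wells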
PolyA inh: yeast polyadenylation inhibition | hit rate 0.02% among 300,000 | calls only at 12 µM | AID 1875 | S. cerevisiae SKY197-pL101 polyadenylation reporter, beta-gal luminescence; efflux-impaired pdr1/pdr3 knockout yeast; score 100 = 6 SD above DMSO;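 active means lowest replicate activity score at least 50, where 100 means six control SD above control mean; inconclusive means lowest score under 50 but half or more replicates reach 50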;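 further: yeast exposed to compound for 9 h at 30 °C; higher score means more reporter readthrough which indicates perturbed polyadenylation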
HSF1 inh: HSF1 inhibition. activity change, negative = inhibition, % at 7.5 µM (by protocol). hit rate 0.77% among 300,000. NIH3T3-HGL HSE-luciferase, MG132-induced, luminescence 8 h; active compounds read low;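 active means more than half of replicate wells show activity change below -50%, luminescence cut by over half; inconclusive means some wells, but at most half, below -50%; inactive means no replicate well below -50%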;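 further: luciferase reports HSF-1 transcriptional activity via heat shock element; 0% = median of DMSO wells and -100% = zero luminescence signal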
HSP90 inh: blocks HSP90-mediated luciferase refolding in reticulocyte lysate. Rabbit reticulocyte lysate, luciferase refolding luminescence, 3 h. inhibition, % at 5.6 µM. hit rate 0.91% among 290,000. AID 1789;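 active means inhibition above the screen-wide mean plus 3 SD, computed separately per campaign, cut at about 16% in these data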;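 further: 0% = DMSO wells and 100% = 60 µM geldanamycin wells; inhibitors lower the luminescence because luciferase stays unfolded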
GSK3B inh: human GSK3beta kinase inhibition; P49841; GST-GSK3beta kinase, ADP-Glo luminescence, 60 min; active compounds read low; activity score (negative = inhibition), % at 10 µM; hit rate 0.038% among 300,000; AID 2097;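 active means more than half of replicate wells score below -50%, meaning over 50% inhibition versus plate controls; inconclusive means some replicates but at most half score below -50%; inactive means no replicate scores below -50%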;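 further: 0% = median DMSO wells and -100% = median GW8510 positive control wells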
Target sequence (P49841 whole entry, looked up): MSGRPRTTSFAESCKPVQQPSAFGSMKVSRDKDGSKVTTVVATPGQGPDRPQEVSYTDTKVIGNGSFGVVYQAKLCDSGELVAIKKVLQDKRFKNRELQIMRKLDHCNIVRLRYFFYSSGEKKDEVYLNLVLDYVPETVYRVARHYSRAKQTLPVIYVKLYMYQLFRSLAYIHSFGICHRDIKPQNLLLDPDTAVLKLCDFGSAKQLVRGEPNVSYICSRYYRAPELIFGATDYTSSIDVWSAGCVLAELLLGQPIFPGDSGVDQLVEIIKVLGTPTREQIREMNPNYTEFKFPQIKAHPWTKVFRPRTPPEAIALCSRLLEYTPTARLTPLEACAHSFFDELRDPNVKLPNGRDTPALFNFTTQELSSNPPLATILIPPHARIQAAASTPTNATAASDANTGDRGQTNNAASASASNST
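test system = GST-tagged human GSK3beta kinase, cell-free | reagent = 25 µM ATP with peptide substrate | dosing = one dose of 10 µM per compound | schedule = 60 min reaction, RT | detection = luminescent ADP-Glo measurement of ADP formed | control set = DMSO neutral wells and GW8510 at 20 µM as positive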
GSK3A inh: inhibitors of human GSK-3 alpha kinase; P49840; hit rate 0.1% among 320,000; AID 2650; inhibition, % at 10 µM; ADP-Glo luminescence, 60 min;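 in the data active means inhibition above about 50%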;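 further: GST-tagged GSK-3 alpha with peptide substrate and 25 µM ATP; 0% = DMSO neutral wells and 100% = GW8510 positive control wells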
Target sequence (P49840 whole entry, looked up): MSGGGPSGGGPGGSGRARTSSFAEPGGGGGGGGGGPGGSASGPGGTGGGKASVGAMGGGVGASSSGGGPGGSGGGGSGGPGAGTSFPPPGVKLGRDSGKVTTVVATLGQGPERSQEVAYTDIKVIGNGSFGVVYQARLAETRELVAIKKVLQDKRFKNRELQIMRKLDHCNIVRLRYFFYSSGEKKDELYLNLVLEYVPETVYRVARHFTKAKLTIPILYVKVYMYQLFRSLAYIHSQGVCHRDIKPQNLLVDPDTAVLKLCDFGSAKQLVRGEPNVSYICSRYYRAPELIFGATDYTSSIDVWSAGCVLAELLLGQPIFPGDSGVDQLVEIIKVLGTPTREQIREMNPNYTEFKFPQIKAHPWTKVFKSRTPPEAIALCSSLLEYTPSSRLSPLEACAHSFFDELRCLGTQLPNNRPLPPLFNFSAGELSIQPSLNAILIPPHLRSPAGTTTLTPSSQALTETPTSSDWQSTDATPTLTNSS
HSF-1 act: increases HSF-1 driven luciferase reporter signal; NIH3T3-HGL HSF-1 luciferase reporter, MG132, 8 h; 100% = twice DMSO control signal; activation, % at 9 µM; hit rate 1.7% among 300,000;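 active means mean replicate activation of at least 50% with a set share of replicates each reaching 50%; inconclusive means only one of those two conditions met; inactive means mean below 50% and too few replicates reaching it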;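 further: 0% = median of the neutral control wells and 100% = twice that signal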
AI-2 QS modul: Vibrio harveyi AI-2 quorum sensing modulation; Vibrio harveyi JMH597 AI-2 luminescence/OD600 ratio, 9 h; active compounds read low; strain lacks LuxN and CqsS sensors; 0 = neutral-control median; activity change, % at 7.5 µM; hit rate 0.4% among 300,000; AID 2094; in the data active means activity change below about -75%, passing the limit was not always enough; inconclusive means no clear call, values can overlap the other calls;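 further: luminescence divided by OD600 gain over 9 h not by final OD600 alone; inactives centre near 13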
Starred values were filed as active, the others as inactive; i = inactive; ? = inconclusive; . = no result given. This is a subset; count on the stated rates, not on these rows.

Each structure is followed by: aSyn UTR inh, KLF5 inhibitor, IEC-6 cytotox, PolyA inh, HSF1 inh, HSP90 inh, GSK3B inh, GSK3A inh, HSF-1 act, AI-2 QS modul
CCc1ccc(N2C(=O)C3C4CCC(C4=C(C)C)C3C2=O)cc1 (stereo unspecified)
→ 3.3, -7.2, -5.0, i, -7.2, -1.6, 0.5, 0.5, 5.2, 13.6
CCCN(CCC)CCCNc1ccc(C(=O)Nc2cccc(OC)c2)cc1[N+](=O)[O-]
→ -31.9, 4.6, 7.4, i, -38.3, 3.1, 0.6, -3.5, -50.4, 6.9
Cc1cccc(C2NC(=O)c3c(sc(C)c3C)N2)c1O (stereo unspecified)
→ -86.9, -21.6, 0.4, ., -4.6, 0.8, 2.3, 3.6, -7.8, 17.8
CC(=O)Cc1nsc(NC(=O)c2ccc(-c3ccc(Cl)c(Cl)c3)o2)n1
→ -14.9, -14.5, 0.2, i, 2.9, -1.9, 5.3, -1.2, 0.4, 31.3
O=C(NC1CCCCC1)C(=O)c1c(-c2ccccc2)[nH]c2ccccc12
→ 2.0, -27.2, -6.3, i, -2.9, -3.8, -0.4, -0.6, 5.4, -3.2
c1ccc(Cc2nnc(N3CCCCC3)c3ccccc23)cc1
→ 31.4, -7.2, 1.7, i, 8.4, 4.6, 1.3, -1.4, 40.2, -5.3
CC(C)CNC(=O)CC(c1ccccc1)c1ccccc1
→ 3.7, 1.2, -5.9, i, -4.5, -1.7, -0.6, -0.4, 7.3, 16.6
CCC1CC(/C(C)=N/NC(N)=O)OC1=O (stereo unspecified)
→ 13.5, 0.5, 2.1, i, -5.8, 1.2, 5.1, -0.7, -2.8, 17.3
Cc1cc(Br)cc(C)c1NC(=S)NC(=O)CC(C)C
→ 12.9, -29.2, 5.1, i, -2.2, -6.8, 1.7, -2.6, -18.4, 11.9
COc1cc2c(=O)n(CCC(=O)NCC3CCCO3)c(=O)n(CC(=O)Nc3ccc(C)c(C)c3)c2cc1OC (stereo unspecified)
→ 12.2, 8.5, -1.3, i, -4.9, 0.9, ., 1.7, 6.7, .
NC(=O)c1nsc(C(=O)N(c2ccccc2)C(C(=O)NCc2ccc(F)cc2)c2ccco2)c1N (stereo unspecified)
→ -2.3, 3.8, 0.8, i, 6.2, -2.0, 0.2, 1.4, 5.0, 8.3
O=c1[nH]c2ccc(S(=O)(=O)N3CCCCC3)cc2o1
→ -22.0, 6.6, -3.6, i, 3.1, 1.1, 0.1, -2.2, -18.1, 21.1
CC1=CC(C)(C)N2C(=O)C3(N=C(N)NC(Nc4ccccc4)=N3)c3cc(C)cc1c32 (stereo unspecified)
→ -21.2, -8.2, 13.8, i, -4.6, 7.7, -2.8, 1.6, -17.7, 22.4
CCC1CCCCN1c1nc(-c2cccc(OC)c2O)nc2ccccc12 (stereo unspecified)
→ -98.3, -13.3, 0.5, i, 2.5, -1.0, -1.7, -5.3, 2.8, 19.2
COc1cccc(C2C3=C(Nc4[nH]n(-c5ccccc5)c(=O)c42)c2ccccc2C3=O)c1 (stereo unspecified)
→ ., -15.5, 1.6, ., ., 3.9, ., -5.8, ., .
Cc1ccc(C(=O)N2CCN(c3ncccn3)CC2)c(C)c1
→ 0.2, -33.4, 5.6, i, 4.1, 0.1, ., 11.2, 34.4, .
O=C(c1ccccc1)N1CCN(C(=O)c2nn3c(C(F)(F)F)cc(-c4ccco4)nc3c2Cl)CC1
→ 31.0, 2.9, 0.3, i, 2.9, 2.9, 0.1, -2.5, -6.9, 28.5
CCSC1=C(C#N)C(c2ccccc2C)CC(=O)N1 (stereo unspecified)
→ 3.1, -9.0, -8.8, i, -1.0, -3.1, 0.9, -3.5, 10.7, 32.0
O=C1CN=C(Nc2ccccc2Cl)N1Cc1ccc2c(c1)OCO2
→ -8.5, -24.4, 0.6, i, 9.1, -1.9, 1.6, -0.3, 32.5, 22.7
C=CCC(NCc1ccccc1)c1ccco1 (stereo unspecified)
→ 2.0, -29.5, 2.8, i, -0.3, -3.9, 2.4, 0.5, 3.8, 19.8
O=C1C2C3C=CC(CC3)C2C(=O)N1c1ccccc1 (stereo unspecified)
→ 6.7, -50.0, -1.1, i, 0.8, -3.4, -0.7, -1.2, -0.8, 13.2
O=C(CSc1ncnc2c1oc1ccccc12)Nc1cccc(Cl)c1
→ -47.0, -18.6, 2.7, i, -16.4, -3.6, -0.6, -1.4, -32.7, 41.5
CCN(CC)S(=O)(=O)c1cccc(C(=O)Nc2sc3c(c2C(N)=O)CCCC3)c1
→ 1.3, -37.3, -1.8, i, -37.0, -9.6, -0.7, 0.7, -50.0, 27.3
CCN1CCN(C(CNS(=O)(=O)c2ccc(Br)cc2)c2cccnc2)CC1 (stereo unspecified)
→ 4.3, -11.8, -3.6, i, -3.7, -2.0, -16.9, 3.2, -10.7, 3.7
O=C(c1ccc2c(c1)OCO2)C1CCCN(Cc2cn[nH]c2-c2ccccc2)C1 (stereo unspecified)
→ 5.5, 23.5, 2.6, i, -0.2, 3.8, -12.3, 2.3, -17.5, 13.5
Cc1ccc(N2C(=O)NC(C(F)(F)F)(C(F)(F)F)C3=C2CC(C)(C)CC3=O)cc1
→ 26.2, -32.4, -7.6, i, -4.0, 1.2, -1.0, 1.2, 1.0, 12.2
Cc1ccc(N(O)C(=O)NCCCCNC(=O)N(O)c2ccc(C)cc2)cc1
→ -97.2, -83.9, -1.9, i, 26.3, 4.0, -1.8, -4.1, 30.8, 0.8
Cc1cccc(C(=O)N2CCN=C2SCc2ccc([N+](=O)[O-])cc2)c1
→ 12.2, -12.9, 0.4, i, -5.2, 2.4, -1.2, -2.6, -6.1, -1.1
CN1CCN(C(=O)c2ccc(COc3ccc(C(C)(C)C)cc3)o2)CC1
→ -99.4, -24.7, -1.0, i, 19.1, 4.8, 2.8, -1.0, 43.3, 5.8
CCOc1ccc(S(=O)(=O)N2CCOCC2)cc1NC(=O)CSCc1c(C)noc1C
→ -7.2, ., ., i, 10.1, ., 1.7, -2.4, 17.8, 14.2

Each structure is followed by: aSyn UTR inh, KLF5 inhibitor, IEC-6 cytotox, PolyA inh, HSF1 inh, HSP90 inh, GSK3B inh, GSK3A inh, HSF-1 act, AI-2 QS modul
Cc1cccc(NC(=O)CSc2nnc(CN3CCOCC3)n2C)c1C
→ -3.2, -15.5, -3.5, i, -5.8, -0.8, -0.7, -1.2, -9.2, 2.1
CCOC(=O)c1c(NC(=O)c2cccc(N3C(=O)CCC3=O)c2)sc2c1CCN(CC)C2
→ -2.8, -18.1, 1.2, i, 0.8, -0.1, 0.5, 0.8, -7.9, 4.8
CCN(CC)S(=O)(=O)c1ccc(C(=O)NCCN(C)C)cc1
→ 27.0, -18.8, -3.5, i, 1.8, 5.0, 3.4, -2.1, -2.4, 8.4
Cc1ccc(S(=O)(=O)n2[nH]c(=O)cc2N)cc1
→ 19.1, 9.9, -3.1, i, 2.0, 6.1, 0.0, -1.5, 1.5, 25.2
N=c1sccn1CC(=O)Nc1ccc(SC(F)F)cc1
→ -10.0, -5.8, 3.6, i, 0.6, 0.9, 0.5, -0.2, 7.8, 9.6
Cc1nc2nc(N)nn2c(C)c1C/C=C/c1ccccc1
→ ?, -6.8, 0.1, i, 9.7, 1.5, -1.5, -1.2, 24.1, 15.1
O=C(C1=C[C@H](c2coc3ccccc3c2=O)C[C@H](OCc2ccc(CO)cc2)O1)N1CCN(Cc2ccc3c(c2)OCO3)CC1
→ 35.0, -0.9, -3.6, i, 2.7, 8.7, 2.0, -3.0, 13.6, 7.7
O=C(O)CSc1ncnc2c1sc1nc(-c3ccccc3)c3c(c12)CCC3
→ -14.3, -17.6, 1.8, i, -2.7, -1.1, 0.0, 0.2, -5.2, 10.0
COc1cccc(C2C(C#N)=C(N)OC3=C2C(=O)CC(c2ccco2)C3)c1OCc1ccc(F)cc1 (stereo unspecified)
→ -15.7, 8.0, -5.2, i, 11.5, -6.0, 0.3, 1.7, 36.6, 27.3
Cc1oc(-c2cccs2)nc1CSCC(=O)NC1CC1
→ -5.0, -15.5, -0.6, i, -3.4, -0.5, 0.6, -6.4, 4.6, 5.3
O=C(NCCCn1ccnc1)c1ccccc1NS(=O)(=O)c1ccc(F)c(F)c1
→ 11.6, -23.1, -2.8, i, -7.7, 2.6, 0.2, -2.5, 3.8, 19.9
CCN(CC)CCCNc1cc2n(c(=O)n1)CCc1cc(OC)c(OC)cc1-2
→ 27.1, -27.9, -2.0, i, -4.0, 0.4, 1.0, 0.8, -8.6, 13.8
COCCNc1cc(C)c(C#N)c2nc3ccccc3n12
→ 8.6, -10.7, 2.1, i, 2.3, -1.1, 2.0, 10.5, -2.1, 20.4
CCOC(=O)Nc1ccc([N+](=O)[O-])cc1C
→ 3.0, -24.4, 6.4, i, -2.6, -0.3, -1.8, -1.3, -3.3, -9.1
Cc1ccc2c(c1)C(=O)c1ccccc1CS2=O (stereo unspecified)
→ 10.8, -36.4, -5.2, ., -5.3, -0.3, 1.2, 0.3, -1.4, 29.5
Cc1ccc(OCCC(=O)OC(C)C(=O)Nc2c(C)n(C)n(-c3ccccc3)c2=O)cc1 (stereo unspecified)
→ -16.4, ., ., i, -0.5, ., 0.4, -0.1, 8.3, 13.0
Cc1ccc(Cn2cccc2/C=N/NC(=S)Nc2ccc(C)cc2)cc1
→ 25.5, -12.1, -3.1, i, 11.2, 4.5, 3.0, -3.1, 23.4, 17.9
Cc1ccc2c(c1)[C@@H]1CN(C)CC[C@@H]1N2S(=O)(=O)c1ccc(F)cc1
→ 6.9, -18.8, 5.9, i, 0.4, -2.4, 1.6, -4.7, 0.6, 15.6
COc1ccccc1C(CNC(=O)CCNC(=O)c1ccccc1Cl)N1CCCC1 (stereo unspecified)
→ -3.4, ., ., i, 5.4, ., 0.6, -1.1, 13.0, 22.7
O=C(CN1C(=O)c2ccccc2C1=O)N1CCN=C1c1ccccc1
→ -17.3, 12.1, 0.5, i, 0.0, 6.5, -2.8, -4.1, 8.4, -36.8
Cc1nn(C)c(C(=O)N2CCN(C(=O)c3ccco3)CC2)c1[N+](=O)[O-]
→ 22.2, -14.6, 2.7, i, 1.4, -3.5, -1.5, -1.5, 1.5, 29.6
CCC(Oc1ccc2c(=O)c(-c3ccccc3OC)coc2c1)C(=O)OCc1ccccc1 (stereo unspecified)
→ -15.3, 9.3, -2.7, i, -1.6, -4.2, -1.2, -1.1, 2.4, 25.2
O=C(CSc1nnnn1-c1ccc(Cl)cc1)Nc1cccnc1Cl
→ -13.6, -15.5, -1.9, i, -4.7, -3.4, 1.0, -1.7, -12.3, -1.1
CCOC(=O)Cn1cc(/C=C(/C#N)C(=O)NC(C)C)c2ccccc21
→ -2.8, -3.6, -2.8, i, 4.3, 0.3, -2.2, 0.7, -8.0, 12.3
CN(C)C(CNC(=O)c1cccs1)c1cccnc1 (stereo unspecified)
→ -33.2, -15.9, -1.6, i, 4.0, -4.2, 2.7, -2.4, -5.2, -0.3
